# Tn6 DDE FP = inhibitors of Tn6 peptide binding to human fibrin DD(E); P02675; Fibrin DD(E) TRITC-Tn6 fluorescence polarization displacement; inhibition, % at 8.3 µM; 0.21% of 370,000 active;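 active means inhibition above a per-campaign cutoff: mean of compounds within control limits plus 3 SD, cut at about 15% in these data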;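 further: 0% = median of all compound wells on the plate and 100% = blocking peptide control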
# proKLK7 act = activators of human kallikrein-7 zymogen; activation, % at 7 µM; 0.9% of 370,000 active; purified proKLK7, EDANS-DABCYL substrate fluorescence; 100% is mature enzyme control, 0% vehicle; P49862;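 active means activation above the mean of all tested compounds plus 3 SD, computed per campaign excluding outliers beyond control limits, cut at about 13% in these data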
# HGIII-sPLA2 inh = Inhibits HGIII-sPLA2 liposome hydrolysis, primary screen | 0.56% of 370,000 active | QFRET BODIPY PC-A2 liposome hydrolysis, fluorescence | Q9NZ20 | inhibition, % at 12.2 µM;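 active means inhibition above mean plus 3 SD of compounds lying within the high and low control bounds, cut at about 19% in these data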;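 further: 0% = median of test compound wells and 100% = no enzyme DMSO wells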
# Target sequence (Q9NZ20 whole entry, looked up): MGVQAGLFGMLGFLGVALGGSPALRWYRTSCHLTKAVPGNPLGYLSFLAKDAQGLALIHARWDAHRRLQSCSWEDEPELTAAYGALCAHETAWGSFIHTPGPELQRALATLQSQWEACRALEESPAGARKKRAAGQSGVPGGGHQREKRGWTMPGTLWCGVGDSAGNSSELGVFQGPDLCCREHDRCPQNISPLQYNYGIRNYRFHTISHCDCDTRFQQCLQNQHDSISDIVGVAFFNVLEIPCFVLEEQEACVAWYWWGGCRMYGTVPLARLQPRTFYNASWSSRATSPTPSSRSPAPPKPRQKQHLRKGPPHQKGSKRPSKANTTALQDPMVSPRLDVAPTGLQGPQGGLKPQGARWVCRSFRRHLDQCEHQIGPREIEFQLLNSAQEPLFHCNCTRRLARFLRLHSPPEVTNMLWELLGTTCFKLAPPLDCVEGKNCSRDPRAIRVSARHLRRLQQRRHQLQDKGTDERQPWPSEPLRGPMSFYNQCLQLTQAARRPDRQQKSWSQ
# PLCb3 inh = PLC-beta3 (human) inhibition, primary screen; Purified PLC-beta3, fluorogenic substrate, fluorescence; 0.18% of 370,000 active; AID 720704; Q01970; inhibition, % at 12.2 µM; in the data active means inhibition above about 11%;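 further: 0% = median of compound wells on plate and 100% = full blocker control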
# PLCg1 inh = inhibitors of human phospholipase C gamma1. P19174. purified PLC-gamma1, fluorogenic substrate, fluorescence. inhibition, % at 12.2 µM. 0.84% of 370,000 active; in the data active means inhibition above about 9.5%
# ARFGAP1 inhibitor = inhibitors of rat ARFGAP1; Arfgap1-stimulated ARF1 GTP hydrolysis, GDP FP detection; inhibition, % at 16.5 µM; 0.26% of 360,000 active;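 active means inhibition above a per-plate limit, mean inhibition of low control wells plus 3 SD, cut at about 25% in these data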;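 further: 0% = DMSO wells with enzyme and 100% = wells lacking Arfgap1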
# Target sequence (Q62848 1-136 limits assumed): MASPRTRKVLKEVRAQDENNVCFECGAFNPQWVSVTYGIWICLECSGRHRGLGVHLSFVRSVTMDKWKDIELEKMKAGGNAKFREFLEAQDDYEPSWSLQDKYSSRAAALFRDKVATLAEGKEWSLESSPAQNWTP
#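 Repeats: one replicate per compound; assay system: rat Arfgap1 catalytic domain, aa 1-136; times: enzyme reaction 120 min at 25 °C after 20 min preincubation; detection: FP of antibody-bound GDP Alexa 633 tracer, ex 620/em 688 nm; benchmarks: high control wells lacking Arfgap1, low control full reaction with DMSO; reagent: human ARF1(Δ1-17)-GTP substrate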
# NR1D1 modulator = modulates human Rev-erb alpha binding to DNA. activity, % at 10 µM. Rev-erbα–FITC-DNA binding, fluorescence polarization, 90 min. 0.79% of 370,000 active. P20393;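 active means activity above about 14%, limit read from the data; passing the limit was not always enough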;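 further: 0% = DMSO wells with 35 nM protein and 100% = DMSO wells with 750 nM protein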
# UHRF1 binding = UHRF1 methyl-DNA binding inhibition. Q96T88. UHRF1 binding to methylated oligo, TR-FRET. inhibition, % at 4.4 µM. 0.75% of 370,000 active. AID 687016; in the data active means inhibition above about 21%;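 further: UHRF1 SRA domain binding a hemimethylated CpG hairpin DNA probe; 0% = median of test compound wells and 100% = reference inhibitor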
# DDE Tn7 FP inh = inhibitors of Tn7 peptide binding to human fibrin DD(E); P02675; FP displacement of FITC-Tn7 peptide from fibrin DD(E); 0% = median of compound wells per plate; inhibition, % at 8.3 µM; 0.13% of 370,000 active;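 active means inhibition above the mean of compounds falling within the control limits plus 3 SD of them, cut at about 14% in these data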;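 further: 0% = plate median of compound wells and 100% = 10 µM Aha-Tn7 peptide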
#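 Assay system: Human fibrin DD(E) protein | Medium: Tris buffer with calcium and detergent, pH 7.8 | Reagent: 0.1 µM fluorescent Tn7 | Compound dosing: Single point at 8.3 µM | Times: 10 min preincubation, 3 h with tracer, room temperature | Detection: Fluorescence polarization of the labelled Tn7 tracer | Controls: Aha-Tn7 high control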
# ASAP1 inh = inhibitors of human ASAP1 ArfGAP activity; Q9ULH1; ASAP1-stimulated ARF1 GTP hydrolysis, GDP FP detection; inhibition, % at 16.5 µM; 0.19% of 360,000 active; AID 624377; in the data active means inhibition above about 25%;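 further: 0% = vehicle with enzyme and substrate and 100% = no enzyme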
# Target sequence (Q9ULH1 325-724 limits assumed): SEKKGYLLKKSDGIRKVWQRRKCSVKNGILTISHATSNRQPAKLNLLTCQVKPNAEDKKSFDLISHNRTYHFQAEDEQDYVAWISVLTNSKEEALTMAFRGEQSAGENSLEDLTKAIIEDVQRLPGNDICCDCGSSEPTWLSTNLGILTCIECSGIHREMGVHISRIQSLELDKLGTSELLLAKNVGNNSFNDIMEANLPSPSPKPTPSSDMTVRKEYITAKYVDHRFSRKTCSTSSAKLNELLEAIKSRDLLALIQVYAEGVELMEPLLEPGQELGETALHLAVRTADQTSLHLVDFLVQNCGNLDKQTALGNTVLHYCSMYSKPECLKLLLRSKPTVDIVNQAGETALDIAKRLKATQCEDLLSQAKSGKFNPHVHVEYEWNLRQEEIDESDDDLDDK
# * hit, by the source's call; x = no result given.
molecule | Tn6 DDE FP | proKLK7 act | HGIII-sPLA2 inh | PLCb3 inh | PLCg1 inh | ARFGAP1 inhibitor | NR1D1 modulator | UHRF1 binding | DDE Tn7 FP inh | ASAP1 inh
CCOc1ccc(-c2ccc(NS(=O)(=O)c3cc([N+](=O)[O-])c(C)c([N+](=O)[O-])c3)cc2)nn1 | -7 | 0.2 | -18 | -4 | 0 | 7 | 1 | -3 | -1 | 0
Cc1n[nH]c(C)c1CCC(=O)N/N=C/c1c(C)[nH]c2ccccc12 | -4 | -0.1 | -6 | -4 | 0 | 1 | 4 | -3 | -6 | 8
COc1ccc(C(C)(NC(C)=O)c2nc(-c3ccncc3)cs2)cc1 (configuration not stated) | -2 | -0.6 | -2 | 2 | 1 | 5 | 0 | -1 | 7 | 1
CC(CC(=O)Nc1cc(C(F)(F)F)ccc1Cl)c1ccccc1 (configuration not stated) | -6 | 0.4 | 2 | 0 | -2 | 4 | 1 | -1 | -4 | 2
C[C@H](CO)N1C[C@H](C)[C@@H](CN(C)CC2CC2)Oc2c(NS(=O)(=O)c3ccccc3)cccc2C1=O | 5 | 0.0 | 4 | -1 | -2 | -1 | 4 | 0 | 8 | 9
N#Cc1c(N)nc(SC2CCCCC2=O)c(C#N)c1-c1ccco1 (configuration not stated) | 3 | -4.5 | -8 | -116 | -87 | 3 | -2 | -3 | -2 | 11
Cc1ccc(C(=O)N/C(=C/c2ccc(Cl)cc2)C(=O)NCC2CCCO2)cc1 (configuration not stated) | -3 | 0.7 | 1 | -16 | -13 | -1 | -3 | -4 | -5 | -2
O=Nc1c(O)n(Cc2ccc(Cl)c(Cl)c2)c2ccccc12 | -11 | -0.5 | -39 | -3 | 1 | 4 | 7 | 2 | 5 | -1
Cn1nc(/C=C/c2ccccc2)ccc1=O | 2 | 0.7 | -1 | -99 | -96 | 9 | -1 | -6 | -1 | -22
COc1ccccc1C(=O)NNC(=O)c1ccccc1Br | 1 | 0.1 | 4 | -6 | 1 | 0 | -1 | 1 | 3 | 4
COc1ccc(OC)c(NC(=O)CSc2nccn2Cc2ccco2)c1 | -7 | -0.2 | 5 | -5 | 1 | 14 | -1 | 3 | -1 | 2
COCCN(CCOC)Cc1cc(=O)oc2ccc3ccccc3c12 | -1 | -47 | 5 | -44 | -31 | -3 | -7 | -4 | 9 | 3
O=C(NCCOc1ccccc1)C1Nc2ccc(OC(F)(F)F)cc2C2C=CCC12 (configuration not stated) | 8 | -0.8 | 13 | -23 | -23 | -6 | 3 | -1 | 3 | -2
O=C(Nc1cccc2nsnc12)c1ccc(-c2ccc(Br)cc2)o1 | 4 | -0.4 | -7 | -120 | -105 | 3 | 1 | -2 | 1 | -7
COc1ccc(NC(=O)c2c(NC(=O)CNCc3ccco3)sc3c2CCC3)cc1 | 3 | -2.9 | -9 | -9 | -3 | 5 | 0 | -4 | 0 | -6
O=S1(=O)CCN(C2CCCC2)CC1 | 2 | -0.2 | 0 | 1 | -1 | -20 | -1 | 0 | 1 | 2
Cn1c(=O)n(C)c2cc(NS(=O)(=O)c3ccc(C(C)(C)C)cc3)ccc21 | 3 | 0.2 | -11 | 1 | -1 | -5 | 6 | 0 | 2 | 6
O=C(OCC(=O)N(CCc1ccccc1)Cc1ccccc1)c1ccccc1[N+](=O)[O-] | -4 | 0.1 | -25 | -2 | 7 | 4 | 6 | 1 | 4 | -13
CCCCN(C(=O)CCCSc1nc2ccccc2[nH]1)c1c(N)n(Cc2ccccc2)c(=O)[nH]c1=O | -4 | -0.8 | -4 | -7 | -4 | 11 | 0 | 0 | -4 | 2
Cc1ccccc1C(=O)N/N=C/c1ccncc1 | 7 | -0.2 | 3 | 1 | 1 | 2 | 0 | 2 | 1 | 1
Cc1ccc(-c2cc(-c3nnc(SCC(=O)N4CCOCC4)n3N)[nH]n2)cc1 | -3 | 0.7 | 0 | 2 | 2 | x | -9 | -2 | -1 | x
O=C(NCCC(=O)N1CCN(c2ccccn2)CC1)c1ccc([N+](=O)[O-])cc1 | 1 | -0.5 | 18 | -5 | 2 | -3 | 1 | 1 | 15* | -7
CCOC(=O)N1CCN(C(=O)C[C@H]2C(=O)N(Cc3ccc(OC)cc3)C3=CCCC[C@@]32C(=O)OCC)CC1 | -1 | 0.1 | 3 | 2 | 11* | x | 6 | -1 | -7 | x
Cc1ccc(NC(=O)C2CC(O)CN2C(=O)OCc2ccccc2)c(C)c1 (configuration not stated) | 3 | 0.0 | 2 | -2 | 0 | -3 | 2 | -2 | 0 | -16
CCc1noc(C)c1C(=O)OCC(=O)NCc1ccc(Cl)cc1 | 6 | -0.5 | 10 | -2 | 2 | 6 | -5 | 2 | 6 | -1
CCc1[nH]c(=O)[nH]c1C(C)S(=O)(=O)c1ccc(C)cc1 (configuration not stated) | 0 | 0.3 | -5 | -4 | 4 | -9 | -3 | -1 | -5 | 0
O=C(NCCc1ccccc1)C1CCCN(S(=O)(=O)c2cccs2)C1 (configuration not stated) | -7 | 0.1 | 4 | 3 | 7 | 11 | -1 | 3 | 2 | 6
CCCCN(C(=O)c1cc(CC)c(C)s1)c1c(N)n(CC(C)C)c(=O)[nH]c1=O | 8 | -0.1 | 7 | -6 | -1 | 3 | 3 | -2 | 13 | -4
CCC(=O)Nc1ccc2c(c1)C(=O)c1ccccc1C2=O | -6 | -0.1 | 5 | -30 | -19 | 3 | 0 | -14 | -7 | 14
C[C@H]1[C@@H](Cc2cc(Cl)cc(Cl)c2)N(c2ccccc2)c2ccccc2CN1Cc1ccccc1 | -8 | -1.8 | 16 | -37 | -23 | 11 | 5 | 3 | -9 | 2
Cc1cccc(C)c1-n1c(C)nn(CC#N)c1=O | 4 | -0.3 | -4 | -4 | -1 | 6 | 1 | -2 | -4 | -1
COc1ccc(NC(=O)COC(=O)Cc2cccs2)cc1Cl | -6 | -1.0 | 7 | 5 | 1 | 17 | -5 | 6 | 0 | -6
CS(=O)(=O)N(CC(=O)NCCSCc1ccccc1)c1ccccc1F | 13 | -0.3 | 5 | -4 | 4 | 10 | 4 | 1 | -1 | -15
CC12CCC(C(=O)Nc3ccc(Cl)cc3)([C@H](Br)C1=O)C2(C)C (some centres not stated) | 9 | 0.4 | -11 | -4 | 2 | -5 | 1 | 0 | -1 | 8
COc1cccc(-c2ccc(NC(=O)C3CCCN(Cc4cnc(C)s4)C3)cc2)c1 (configuration not stated) | 10 | 0.3 | -15 | -2 | 4 | 9 | -6 | -1 | -1 | -9
O=C(COC(=O)c1ccc(Cl)nc1)NC(=O)c1ccccc1 | 2 | -0.1 | 2 | -5 | -2 | 7 | 4 | 0 | -1 | -5
Cc1nn(C(C)(C)C)c(C)c1/C=N/OC(=O)Nc1ccc(Cl)cc1 | 7 | 0.4 | 5 | -7 | 0 | -3 | -3 | 3 | 1 | 12
COc1cc(C(=O)NCC2(c3ccccc3)CCCC2)ccc1OC(C)C | 1 | 0.6 | -1 | -2 | 3 | 0 | 6 | -2 | 4 | 10
COc1cccc(C(=O)NCC(=O)N/N=C/c2ccc3c(c2)OCO3)c1 | -2 | 0.4 | -1 | -2 | 1 | 16 | -4 | -4 | -4 | 5
COc1ccc(-c2ccc(-c3nc4c(c(=O)[nH]c(=O)n4Cc4ccccc4)n3C)o2)c([N+](=O)[O-])c1 | -4 | -1.4 | -7 | -92 | -84 | 0 | 2 | -2 | -2 | -4

# The list goes on:
compound,Tn6 DDE FP,proKLK7 act,HGIII-sPLA2 inh,PLCb3 inh,PLCg1 inh,ARFGAP1 inhibitor,NR1D1 modulator,UHRF1 binding,DDE Tn7 FP inh,ASAP1 inh
COc1cc(/C=C/c2[nH]c(=O)[nH]c(=O)c2[N+](=O)[O-])ccc1OCCC(C)C,-3,0.1,1,-1,-4,-3,1,2,7,9
Cc1ccc(OCc2nnc(SCC(=O)NC3CCCCC3)n2C)cc1,0,0.4,-2,1,1,5,-1,-2,-6,-10
COc1cccc2c1OCC1COc3c(c(=O)n(C)c(=O)n3C)C21 (configuration not stated),-1,0.1,8,3,2,-4,1,-4,0,15
O=C(NCc1ccccc1C(F)(F)F)c1cccc2c1C(=O)c1ccc(N3CCCCC3)cc1S2(=O)=O,-5,0.5,3,-21,-16,9,-2,-1,-3,-9
COC(=O)C(Cc1ccccc1)NS(=O)(=O)c1ccc(F)cc1Br (configuration not stated),-5,0.5,-12,2,2,6,-3,0,-1,-4
O=C(CSc1nc(-c2ccccc2)cc(=O)[nH]1)NCc1ccc2c(c1)OCO2,2,-0.3,-2,0,0,-12,-4,-1,2,4
Cc1ccc(C)c(C(=O)CSc2nnc(C)s2)c1,6,0.5,-24,-3,-2,8,7,-2,5,-20
CCCn1c(=NC(C)=O)c(C(=O)OCC)cc2c(=O)n3ccccc3nc21,5,24*,8,-486,-352,4,1,0,-2,0
Cc1ccc(/C=N/NC(=O)CN2CCN(Cc3ccccc3Cl)CC2)o1,2,-0.5,-6,-6,-2,6,-2,0,-1,-4
COC(=O)C1=CN(c2cccc(C)c2)C=C(C(=O)OC)C1c1cc(OC)c(O)c([N+](=O)[O-])c1,2,0.2,1,-1,1,-16,3,-2,9,-13
O=C1Nc2ccccc2C1Cc1ccccc1 (configuration not stated),2,0.0,-24,-6,-1,2,-7,0,0,10
Cc1[nH]c2ccccc2c1C(=O)C(=O)NCCc1c[nH]c2ccccc12,2,-0.3,-74,-5,1,10,-1,12,-4,-2

# A stretch of the results above, as a working copy:
compound,Tn6 DDE FP,proKLK7 act,HGIII-sPLA2 inh,PLCb3 inh,PLCg1 inh,ARFGAP1 inhibitor,NR1D1 modulator,UHRF1 binding,DDE Tn7 FP inh,ASAP1 inh
O=C(NCc1ccccc1C(F)(F)F)c1cccc2c1C(=O)c1ccc(N3CCCCC3)cc1S2(=O)=O,-5,0.5,3,-21,-16,9,-2,-1,-3,-9
COC(=O)C(Cc1ccccc1)NS(=O)(=O)c1ccc(F)cc1Br (configuration not stated),-5,0.5,-12,2,2,6,-3,0,-1,-4
O=C(CSc1nc(-c2ccccc2)cc(=O)[nH]1)NCc1ccc2c(c1)OCO2,2,-0.3,-2,0,0,-12,-4,-1,2,4
Cc1ccc(C)c(C(=O)CSc2nnc(C)s2)c1,6,0.5,-24,-3,-2,8,7,-2,5,-20
CCCn1c(=NC(C)=O)c(C(=O)OCC)cc2c(=O)n3ccccc3nc21,5,24*,8,-486,-352,4,1,0,-2,0
Cc1ccc(/C=N/NC(=O)CN2CCN(Cc3ccccc3Cl)CC2)o1,2,-0.5,-6,-6,-2,6,-2,0,-1,-4
COC(=O)C1=CN(c2cccc(C)c2)C=C(C(=O)OC)C1c1cc(OC)c(O)c([N+](=O)[O-])c1,2,0.2,1,-1,1,-16,3,-2,9,-13
O=C1Nc2ccccc2C1Cc1ccccc1 (configuration not stated),2,0.0,-24,-6,-1,2,-7,0,0,10
Cc1[nH]c2ccccc2c1C(=O)C(=O)NCCc1c[nH]c2ccccc12,2,-0.3,-74,-5,1,10,-1,12,-4,-2

# Screens (PubChem)
